NALP1 inh – NALP1 inflammasome inhibitors in reconstituted yeast, colorimetric, S. cerevisiae, triplicate retest; S. cerevisiae NALP1/ASC/caspase-1 growth, X-gal OD620, 72 h; inhibition, % at 10 µM; hit rate 0.61% among 280,000; in the data active means inhibition mostly above about 24%, no sharp cut-off; inactive means mostly below about 32%; further: some compounds called inactive have numbers as strong as hits
M18AAP inhibitor – PfM18AAP inhibitors, malaria aminopeptidase, primary screen, biochemical, QFRET, recombinant enzyme; M18 aspartyl aminopeptidase (Plasmodium falciparum 3D7); H-Glu-NHMec fluorogenic cleavage; inhibition, % at 7.35 µM; hit rate 1.2% among 290,000; AID 1822, 2009;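 active means inhibition above the campaign mean inhibition over all tested compounds plus 3 SD, cut at about 28% in these data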;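 further: 0% = plate median of test compound wells and 100% = 2 mM ZnCl2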
MEKK3 PB1 HTS – modulators of MEKK3-MEK5 PB1 binding, primary screen, biochemical, wildtype MEKK3, multiplex bead flow cytometry, Alexa488-MEK5. Mitogen-activated protein kinase kinase kinase 3 (Homo sapiens), Q99759. bead-based flow cytometry, Alexa488-MEK5 binding to MEKK3; actives lie on both sides; 0 = blocked by unlabeled MEK5, 100 = vehicle. binding response (% of control), % at 10 µM. hit rate 1.4% among 290,000. AID 1529, 2009;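 active means binding response more than 3 SD above or below the average of its plate-row segment, actives on both sides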;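 further: Alexa488 bead fluorescence after subtracting the streptavidin-only scavenger bead signal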
Target sequence (Q99759 whole entry, looked up): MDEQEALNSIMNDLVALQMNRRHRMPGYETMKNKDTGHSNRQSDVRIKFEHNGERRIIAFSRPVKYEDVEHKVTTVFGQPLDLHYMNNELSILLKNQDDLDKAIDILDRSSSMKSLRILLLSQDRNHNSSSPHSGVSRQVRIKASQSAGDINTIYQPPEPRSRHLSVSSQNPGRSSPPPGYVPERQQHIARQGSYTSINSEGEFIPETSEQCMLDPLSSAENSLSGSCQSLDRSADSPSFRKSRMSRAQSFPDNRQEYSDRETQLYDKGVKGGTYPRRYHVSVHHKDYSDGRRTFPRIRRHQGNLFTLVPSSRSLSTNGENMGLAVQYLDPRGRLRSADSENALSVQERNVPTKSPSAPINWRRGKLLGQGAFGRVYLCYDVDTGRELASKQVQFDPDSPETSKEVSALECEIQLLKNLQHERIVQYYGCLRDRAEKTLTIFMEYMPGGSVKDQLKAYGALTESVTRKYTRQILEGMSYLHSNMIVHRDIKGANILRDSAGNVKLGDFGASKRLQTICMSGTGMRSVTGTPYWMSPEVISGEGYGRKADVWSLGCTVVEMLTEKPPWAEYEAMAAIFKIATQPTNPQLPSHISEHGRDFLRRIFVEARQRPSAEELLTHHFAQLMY
OXTR ag – human OXTR agonists, primary screen, fluorescence, CHO-OTR cells, Fluo-8 calcium | activation, % at 3 µM | Fluo-8 calcium fluorescence; normalized: DMSO 0%, oxytocin 100% | Oxytocin receptor (Homo sapiens), P30559 | hit rate 0.32% among 320,000 | AID 2435, 2010;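 active means activation above the mean of all tested compounds plus 3 SD, cutoff set per screening run, cut at about 20% in these data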;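 further: peak over basal fluorescence ratio from a 100 s FLIPR kinetic read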
MEKK2 WT-MEK5 – modulators of MEK5 binding to wildtype MEKK2, primary screen, biochemical, multiplex bead flow cytometry, Alexa488-MEK5. Alexa488-MEK5 binding to MEKK2 WT; actives lie on both sides. binding response (% of control), % at 10 µM. hit rate 1.1% among 290,000. AID 1531, 2009; in the data active means binding response below about 67% or above about 130%
MEKK2mut PB1 HTS – MEK5 binding signal on mutant MEKK2 PB1, primary screen, biochemical, multiplex bead flow cytometry, Alexa488-MEK5. Alexa488-MEK5 binding to MEKK2 mutant. percent response, % at 10 µM. hit rate 0.35% among 290,000. AID 1530, 2009; in the data active means percent response above about 24%, passing the limit was not always enough; further: inactives centre near 1; some results filed as inactive read as strong as hits; reference of the scale not given here
GPR7 antagonist – GPR7 receptor antagonists, primary screen, cell-based, fluorescence, single concentration; Neuropeptides B/W receptor type 1 (Homo sapiens), P48145; GPR7-expressing cells, fluorescence antagonist assay; inhibition, % at 4.4 µM; hit rate 1.1% among 290,000; AID 1861, 2009; in the data active means inhibition above about 16%, passing the limit was not always enough;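 further: cells stimulated with the agonist NPW; 0% = agonist with vehicle and 100% = vehicle without agonist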
Target sequence (P48145 whole entry, looked up): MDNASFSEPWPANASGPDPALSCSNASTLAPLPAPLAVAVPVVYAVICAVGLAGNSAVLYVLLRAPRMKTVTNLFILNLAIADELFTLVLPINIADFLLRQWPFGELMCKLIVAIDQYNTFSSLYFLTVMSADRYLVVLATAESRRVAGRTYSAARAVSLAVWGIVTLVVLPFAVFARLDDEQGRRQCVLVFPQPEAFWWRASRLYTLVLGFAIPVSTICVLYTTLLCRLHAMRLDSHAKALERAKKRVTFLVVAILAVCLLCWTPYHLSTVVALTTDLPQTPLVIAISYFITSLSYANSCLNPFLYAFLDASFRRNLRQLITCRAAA
FID counter – compounds displacing fluorescent DNA intercalator, primary screen, artefact control for HCV NS3 helicase inhibitor project, biochemical, FID fluorescence | DNA fluorescent intercalator displacement | inhibition, % at 7.9 µM | hit rate 0.17% among 290,000 | AID 1845, 2009; in the data active means inhibition above about 37%;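 further: 0% = vehicle and 100% = reference compound; higher means more ethidium bromide displaced from hairpin DNA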
PHOSPHO1 inh – PubChem AID 1565 | Phosphoethanolamine/phosphocholine phosphatase (Homo sapiens), Q8TCT1 | recombinant PHOSPHO1, absorbance phosphatase assay | inhibition, % at 13.3 µM | hit rate 1.1% among 290,000; in the data active means inhibition above about 60%
The depositor's hits bear a star; · = no result given; [ ] = dose if it differs, or a comment.

Value order – NALP1 inh | M18AAP inhibitor | MEKK3 PB1 HTS | OXTR ag | MEKK2 WT-MEK5 | MEKK2mut PB1 HTS | GPR7 antagonist | FID counter | PHOSPHO1 inh
COc1ccccc1CNC(=O)C1CCC(CNS(=O)(=O)c2cccs2)CC1 (configuration not stated)
  0 | -4 | 101 | 1.5 | 97 | 1 | -18 | -38 | 28
COC(=O)c1sccc1NC(=O)CN(C)NS(=O)(=O)c1ccc(F)cc1
  2 | 8 | 106 | 0.0 | 109 | 5 | -10 | -11 | 16
O=C(COC(=O)C12CC3CC(CC(C3)C1)C2)Nc1ccc2[nH]c(=O)[nH]c2c1
  4 | 14 | 105 | -0.1 | 103 | 4 | 6 | -20 | 29
O=C(Nc1ccc2nc(C3CC3)n(Cc3ccc(F)cc3)c(=O)c2c1)c1ccco1
  18 | 0 | 105 | 1.4 | 108 | 3 | -22 | -17 | 24
CC(C)CC(=O)Nc1nc2ccc(S(=O)(=O)N3CCOCC3)cc2s1
  -6 | 5 | · | 2.8 | · | · | 2 | -5 | 23
C#CCOCCOCCOCCNc1nc(N2CCN(C(=O)[C@H](CCCCN)n3cc([C@@H](N)CC(C)C)nn3)CC2)nc(N2CCN(C(=O)[C@H](Cc3cc4ccccc4[nH]3)n3cc([C@@H](N)Cc4ccc(O)cc4)nn3)CC2)n1
  7 | 14 | 113 | -0.6 | 187* | 60* | 25 | 76* | 26
O=C(CCC(=O)NC1CCCCCC1)Nc1nnc(C(F)(F)F)s1
  16 | -6 | 104 | -0.2 | 110 | 5 | 1 | -4 | 12
COc1ccc(C)cc1NC(=O)c1ccccc1NS(=O)(=O)c1ccc(Cl)s1
  12 | 0 | 103 | 13 | 101 | 1 | -1 | -38 | 30
O=C(N/N=C/c1ccccn1)c1cccc(NC(=O)c2ccccc2Cl)c1
  -3 | 8 | 102 | 0.3 | 102 | 1 | -9 | -21 | 46
CCNC(=O)/N=C1/NC(=O)C(C(C)C)O1 (configuration not stated)
  -15 | 0 | 103 | 1.8 | 99 | -2 | 4 | 3 | -7

Value order – NALP1 inh | M18AAP inhibitor | MEKK3 PB1 HTS | OXTR ag | MEKK2 WT-MEK5 | MEKK2mut PB1 HTS | GPR7 antagonist | FID counter | PHOSPHO1 inh
CC1CC(C)CN(CCCNC(=O)CCNC(=O)Cn2ccc3ccccc3c2=O)C1 (configuration not stated)
  24 | 11 | 97 | -0.4 | 100 | -2 | -6 | 2 | 5
OCCCNc1cc(-c2ccccc2)nc2cc(-c3ccc(F)cc3)nn12
  13 | 6 | 104 | -0.7 | 106 | 1 | -4 | -15 | 20
O=C(Cn1cnc2c(cnn2-c2ccc(F)cc2)c1=O)N1CCN(c2ccccc2F)CC1
  29 | -3 | 97 | 4.7 | 98 | 3 | -9 | -4 | -6
C=C(C)c1cccc(C(C)(C)NC(=O)N2CCN(C)CC2)c1
  9 | -1 | 103 | 0.3 | 105 | 2 | 0 | 4 | 9
O=C(CC(=O)Nc1ccc(Cl)cc1Cl)Nc1ccc(Cl)cc1Cl
  5 | 2 | 104 | -0.2 | 103 | 4 | -13 | -4 | ·
CCC(C)(C)N(C(=O)CCC(=O)Nc1cc(C)on1)C(C(=O)NC(C)(C)C)c1ccc(OC)cc1 (configuration not stated)
  9 | 3 | 100 | -0.8 | 97 | -2 | -3 | -42 | 26
CC(CC(=O)NC1CCCC1)c1ccccc1 (configuration not stated)
  7 | 2 | 99 | 0.6 | 100 | 1 | 34* | -5 | 57
Cc1cccc(C)c1NC1=C(Cl)C(=O)OC1OC(C)C (configuration not stated)
  8 | -7 | 110 | -1.2 | 114 | 1 | -7 | -4 | -78
Cc1ccc(OCCCNCCO)c(Br)c1
  2 | -1 | 103 | 0.9 | 108 | 8 | 3 | 1 | 11
COc1nnc(-c2ccc(N3CCCCC3)c(NC(C)=O)c2)c2ccccc12
  1 | 7 | 102 | -1.8 | 97 | 2 | -8 | -39 | 15

Value order – NALP1 inh | M18AAP inhibitor | MEKK3 PB1 HTS | OXTR ag | MEKK2 WT-MEK5 | MEKK2mut PB1 HTS | GPR7 antagonist | FID counter | PHOSPHO1 inh
Oc1ccc2ccccc2c1C=Nc1ccc(N2CCOCC2)cc1
  -11 | 3 | 93 | 9.6 | 94 | 0 | -5 | 0 | -71
Cc1cc(NC(=O)COc2ccc(N(C)S(=O)(=O)c3ccccc3)cc2)no1
  11 | 0 | 104 | 5.9 | 106 | 4 | -11 | -7 | -9
N#CCC(=O)Nc1ccc(C(=O)Nc2cccc(S(N)(=O)=O)c2)cc1
  6 | 0 | 98 | 0.7 | 99 | 2 | -14 | -5 | 33
COc1ccc(S(=O)(=O)N(C)c2ccc(C(=O)NCc3ccccn3)cc2)cc1
  0 | -7 | 98 | 0.1 | 99 | -4 | 7 | -30 | -16
COc1cc2c(cc1OC)C(c1ccc(Br)cc1)N(C(=O)c1ccccc1C(=O)O)CC2 (configuration not stated)
  11 | -2 | 98 | 3.1 | 105 | 13 | -2 | -34 | 39
Cc1cc(NCc2ccncc2)ccc1Br
  17 | 4 | 106 | 1.7 | 102 | 2 | -3 | 7 | 27
O=C(COc1ccc(Cl)cc1)Nc1cc(NC(=O)COc2ccc(Cl)cc2)cc(C(=O)O)c1
  -5 | 3 | 112 | -0.1 | 109 | 8 | -12 | -2 | 24
Cc1ccc(-c2nnn(CC(=O)N(CCO)C(C(=O)NC(C)(C)C)c3ccncc3)n2)cc1 (configuration not stated)
  -16 | -28 | 109 | -1.1 | 111 | 11 | -1 | -6 | -11
COC(=O)c1cc(S(=O)(=O)C(C)C)c(S(C)=O)s1 (configuration not stated)
  0 | -1 | 100 | 1.0 | 101 | 2 | -16 | -2 | 38
O=C(CN1CCCC1)NCC1(c2ccccc2)CCOCC1
  8 | 10 | 101 | 0.6 | 103 | 0 | -3 | 0 | 26

Value order – NALP1 inh | M18AAP inhibitor | MEKK3 PB1 HTS | OXTR ag | MEKK2 WT-MEK5 | MEKK2mut PB1 HTS | GPR7 antagonist | FID counter | PHOSPHO1 inh
CCOc1ccc(OCC)c(Nc2cc(C)nc3nc(C)nn23)c1
  11 | -7 | 108 | -1.9 | 94 | -4 | -7 | -36 | -16
Cc1onc(-c2ccccc2Cl)c1C(=O)NCCN1Cc2ccccc2C1=O
  -5 | 4 | 1.0*[inhibitor] | -0.1 | 2.0*[inhibitor] | -21 | -11 | -5 | -2
O=C(Nc1cccnc1)c1ccc(C(=O)Nc2cccnc2)cc1
  2 | -15 | 101 | -0.1 | 84 | -13 | -14 | 0 | 24
CCOC(=O)c1cc(C)sc1NC(=O)c1ccc(Cl)s1
  -23 | 1 | 101 | -0.3 | 102 | 4 | -9 | 2 | 6
O=C(Cc1cccs1)N(c1ccccc1)C1C=CS(=O)(=O)C1 (configuration not stated)
  -1 | 3 | 107 | 1.1 | 101 | 5 | -11 | 1 | -52
COc1ccc(CCNC(=O)CSc2nncn2N)cc1OC
  11 | -2 | 108 | -0.6 | 107 | 2 | 17 | 3 | 14
Nc1c2c(nn1-c1ccccc1)CCC2
  14 | -2 | 101 | -0.2 | 98 | -3 | -10 | 1 | 32
COc1ccc(CCNC(=O)CSc2n[nH]c(C)c2[N+](=O)[O-])cc1OC
  8 | 2 | 106 | -0.2 | 104 | 5 | -8 | -3 | -3
Cn1c(N)c(C(=O)COC(=O)c2ccccc2NCc2ccco2)c(=O)n(C)c1=O
  -13 | 9 | 104 | -0.8 | 98 | -1 | 0 | -3 | 48
COc1ccccc1NC(=O)COC(=O)C12CC3CC(CC(Cl)(C3)C1)C2
  3 | 10 | 87 | -1.8 | 80 | -15 | -6 | -11 | 39

Value order – NALP1 inh | M18AAP inhibitor | MEKK3 PB1 HTS | OXTR ag | MEKK2 WT-MEK5 | MEKK2mut PB1 HTS | GPR7 antagonist | FID counter | PHOSPHO1 inh
CC(=O)c1cccc(N2C(=NC(=O)COc3ccccc3)SC3CS(=O)(=O)CC32)c1 (configuration not stated)
  8 | 1 | 100 | 1.0 | 98 | 1 | -5 | -20 | 40
Cc1cc(C)c(C#N)c(SCS(=O)Cc2ccccc2)n1 (configuration not stated)
  11 | -4 | 91 | -0.7 | 92 | -4 | 5 | -20 | 23
CCCCNc1nc2ccccc2nc1NS(=O)(=O)c1cccs1
  22 | -6 | 97 | 0.9 | 99 | -3 | 2 | -11 | -8
COc1ccc(CN(Cc2nc3ccccc3c(=O)[nH]2)C(=O)C(C)(C)C)cc1
  -10 | 1 | 107 | 0.0 | 109 | 4 | 1 | -8 | 6
CCc1c(C(=O)c2ccc(Cl)cc2)oc2c(C)c3oc(=O)cc(C)c3cc12
  18 | -7 | 81 | 1.1 | 79 | -19 | -1 | -4 | 16
Cc1cccc(NC(=O)CSc2nnc(CSc3nc(C)cc(C)n3)o2)c1
  28 | 1 | 101 | 5.0 | 107 | 2 | 9 | -18 | -17
Nc1cc(=O)[nH]c(SCc2cccc3ccccc23)n1
  10 | -2 | 102 | 7.6 | 97 | 2 | -17 | -8 | 26
CNC(=O)COc1coc(CN2CCN(Cc3ccccc3)CC2)cc1=O
  -5 | -7 | 91 | 0.5 | 91 | -8 | 4 | -1 | -26
C=CCn1c(SCC(=O)Nc2ncc(Cc3cc(Cl)ccc3Cl)s2)nnc1-c1ccncc1
  -18 | 2 | 104 | 1.2 | 102 | 6 | -2 | 0 | 16
S=c1[nH]nc(-c2ccco2)n1/N=C/C(Cl)=C/c1ccccc1
  -8 | 17 | 99 | -2.3 | 95 | -7 | -9 | -17 | 21

Value order – NALP1 inh | M18AAP inhibitor | MEKK3 PB1 HTS | OXTR ag | MEKK2 WT-MEK5 | MEKK2mut PB1 HTS | GPR7 antagonist | FID counter | PHOSPHO1 inh
COc1ccc(CCC(C)NCc2cccc(Br)c2)cc1 (configuration not stated)
  24 | 1 | 97 | 11 | 110 | 1 | 4 | 17 | 49
Cc1csc(SCC(=O)Nc2sccc2C#N)n1
  -9 | -5 | 101 | -1.1 | 101 | 2 | -15 | -2 | -15
CC(C)CC(c1nnnn1Cc1ccccc1)N1CCN(C(=O)c2ccco2)CC1 (configuration not stated)
  22 | -5 | 111 | -0.6 | 117 | 19 | -8 | -37 | -25
Cc1ccc(-c2nn(CC(=O)NCCN3CCOCC3)c(=O)c3ccccc23)cc1
  -19 | 2 | 102 | -1.8 | 100 | 4 | -6 | 0 | 7
CCOc1ccc(CCNC(=O)CCCn2c(=O)c3cccn3c3cccnc32)cc1OCC
  23 | 11 | 99 | -0.8 | 103 | 3 | -24 | -47 | 34
COc1cc(CCC(=O)OCC(=O)Nc2cccc(S(=O)(=O)N(C)C)c2)cc(OC)c1OC
  31 | -7 | 104 | 0.2 | 104 | 3 | -1 | -29 | 2
COc1ccc(/C=N/NC(=O)c2ccc(NC(C)=O)cc2)cc1COc1ccc(F)cc1F
  24 | -6 | 97 | 0.5 | 97 | 1 | 17 | -16 | 11
Cc1nc(C(=O)NC2CCOCC2)sc1C1(C)CC(c2ccccc2)=NO1 (configuration not stated)
  · | · | 84 | 9.1 | 72 | 2 | · | · | 30
Cc1cccc(NC(=O)c2ccccc2NC(=O)c2ccccc2)n1
  8 | -9 | 103 | -2.1 | 103 | 2 | -9 | -23 | 24
Cc1ccc(C(=O)N2CCC3(CC2)Oc2ccc(Cl)cc2C(=O)C32CC(c3ccccc3)=NO2)s1 (configuration not stated)
  · | · | 97 | -0.2 | 95 | -3 | · | · | 16

Screens: PubChem BioAssay, several laboratories
